Source: PubChem (several laboratories)
dFosB act = mouse delta FosB homodimer activation. activation, % at 25 µM. 340,000 tested, 0.99% active. AID 493131. purified delta FosB, TAMRA-CDK5 oligo fluorescence polarization; percent of positive-control signal above neutral wells. P13346;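 active means mean activation above about 17%, with every replicate also reaching it, limit read from the data, passing the limit was not always enough; inconclusive means only one of the two conditions met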;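 further: fluorescence polarization rise as delta FosB binds a TAMRA Cdk5 AP-1 oligo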
Target sequence (P13346 whole entry, looked up): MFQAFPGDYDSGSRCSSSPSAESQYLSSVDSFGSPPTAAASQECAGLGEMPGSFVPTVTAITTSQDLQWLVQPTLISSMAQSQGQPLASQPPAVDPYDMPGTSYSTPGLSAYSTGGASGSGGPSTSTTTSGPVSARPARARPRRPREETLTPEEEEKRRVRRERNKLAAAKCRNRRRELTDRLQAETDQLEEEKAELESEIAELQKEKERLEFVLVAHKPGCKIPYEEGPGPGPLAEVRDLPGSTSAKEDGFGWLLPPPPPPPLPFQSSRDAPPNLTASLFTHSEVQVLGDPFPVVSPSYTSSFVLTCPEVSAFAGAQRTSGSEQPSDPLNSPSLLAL
cardiac RTF act = cardiac RTF calcium sensitization. 340,000 tested, 0.24% active. activation, % at 7.2 µM. P19429+P45379. IANBD-labeled TnC RTF fluorescence at EC20 calcium; 0% EC20 calcium, 100% full calcium;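 active means activation above the mean over all tested compounds plus 3 SD, cut at about 30% in these data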;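 further: rise in fluorescence read as greater calcium sensitivity of cardiac thin filaments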
Tat export inh = inhibitors of E. coli Tat protein transport; E. coli MC4100 TorA-mCherry Tat export, fluorescence; inhibition, % at 10 µM; 340,000 tested, 0.036% active;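 active means mean replicate inhibition at least 50% and at least half of replicates individually reaching 50%; inconclusive means only one of the two criteria met; inactive means neither criterion met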;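 further: exported cargo escapes ClpAP degradation while cytoplasmic cargo is degraded and loses fluorescence; 0% = median of neutral control wells and 100% = median of NaSCN control wells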
Wnt bcat act = activates Wnt/beta-catenin signaling in a reporter cell assay; activator, plate reader; activation, % at 9.35 µM; 300,000 tested, 1.2% active; AID 743398; in the data active means activation above about 30%, passing the limit was not always enough; inconclusive means no clear call, values can overlap the other calls;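 further: 0% = neutral control wells and 100% = positive control wells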
V-ATPase pH = alters yeast V-ATPase proton transport; S. cerevisiae, pHLuorin cytosolic pH fluorescence; response, % at 10 µM; 350,000 tested, 0.37% active; in the data active means response mostly above about 7.3%, no sharp cut-off; inactive means mostly below about 5.4%; further: actives read high; inactives centre near 0; some compounds called inactive have numbers as strong as hits; reference of the scale not given here
Rtt109 HAT inh = inhibitors of Candida albicans Rtt109/Vps75 histone acetyltransferase | Q5AAJ8 | purified Rtt109/Vps75, ThioGlo CoA-SH fluorescence, 4 h | inhibition, % at 34.9 µM | 330,000 tested, 0.16% active | AID 540336;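 active means inhibition of at least 50% in every replicate; inconclusive means best replicate reaches 50% inhibition but some replicates fall short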
MITF act = activators of MITF-driven TRPM1 promoter activity in SK-MEL-5 cells | SK-MEL-5 TRPM1-promoter luciferase, 24 h; % of positive control, neutral wells = 0 | activation, % at 12.5 µM | 300,000 tested, 0.75% active;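 active means mean activation of at least 80% with every replicate also reaching 80%; inconclusive means mean reaches 80% but some replicate falls short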;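 further: 0% = neutral control wells and 100% = parthenolide positive control wells; values of inactives mirror those of a sister screen read the other way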
CDK5 inh = blocks human CDK5/p35 kinase activity; Q00535+Q15078; Recombinant CDK5/p35, ADP-Glo luminescence, 60 min; inhibition, % at 10 µM; 330,000 tested, 0.01% active; AID 488839;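 active means highest replicate inhibition of at least 50% and at least 75% of replicates reaching 50%; inconclusive means only one of the two criteria met; inactive means both criteria failed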;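 further: plate controls were DMSO neutral control for no effect and GW8510 at 10 µM for full effect; many of its hits are not listed in these tables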
Target sequence (Q00535 whole entry, looked up): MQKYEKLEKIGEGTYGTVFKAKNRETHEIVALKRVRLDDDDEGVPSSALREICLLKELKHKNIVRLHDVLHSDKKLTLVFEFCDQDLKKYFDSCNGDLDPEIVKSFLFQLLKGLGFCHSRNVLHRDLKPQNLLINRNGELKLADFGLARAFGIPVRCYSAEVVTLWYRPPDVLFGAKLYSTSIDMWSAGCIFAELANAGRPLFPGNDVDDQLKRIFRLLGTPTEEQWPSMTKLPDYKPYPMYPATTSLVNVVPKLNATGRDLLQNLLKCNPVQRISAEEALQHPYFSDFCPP
Target sequence (Q15078 whole entry, looked up): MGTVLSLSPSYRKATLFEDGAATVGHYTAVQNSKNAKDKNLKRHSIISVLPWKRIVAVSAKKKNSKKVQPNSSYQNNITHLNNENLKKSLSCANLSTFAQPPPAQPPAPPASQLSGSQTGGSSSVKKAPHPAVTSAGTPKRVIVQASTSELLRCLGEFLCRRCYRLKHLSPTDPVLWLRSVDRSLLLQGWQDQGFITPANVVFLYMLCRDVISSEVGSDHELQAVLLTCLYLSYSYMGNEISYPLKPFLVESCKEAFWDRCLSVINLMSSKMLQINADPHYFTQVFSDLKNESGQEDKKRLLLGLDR
CAL PDZ FP-1 = blocks peptide binding to human CAL PDZ domain | 330,000 tested, 0.02% active | Q9HD26 | purified CAL PDZ, TMR-peptide fluorescence polarization, 1 h | AID 504414 | inhibition, % at 20 µM;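 active means highest replicate inhibition of at least 40%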;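 further: plate controls were DMSO neutral control wells for no effect and unlabeled competitor peptide control wells for full effect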
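System: tagged CAL PDZ domain. Schedule: 1 h room-temperature incubation prior to read. Signal: fluorescence polarization (mP). Measure: percent inhibition from loss of millipolarization.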
CAL PDZ FP-2 = blocks peptide binding to the human CAL PDZ domain. 300,000 tested, 0.92% active. inhibition, % at 24.9 µM. Q9HD26. AID 602252. purified CAL PDZ, TMR-peptide fluorescence polarization, 1 h;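 active means mean inhibition of at least 30% with at least half of replicates also reaching 30%; inconclusive means no clear call, values can overlap the other calls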;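 further: 0% = DMSO neutral control and 100% = excess unlabeled competitor peptide PRC23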
* = called active by the depositor; ? = inconclusive; nt = not tested or not shown.

SMILES	dFosB act	cardiac RTF act	Tat export inh	Wnt bcat act	V-ATPase pH	Rtt109 HAT inh	MITF act	CDK5 inh	CAL PDZ FP-1	CAL PDZ FP-2
C=Cc1ccc(Cn2c(=O)n(CCCOC)c(=O)c3sccc32)cc1	-19	5	1	0	1	2	nt	2.3	-1.2	-4
CCCCNC(=S)NNC(=O)c1csc2ccccc12	-3	5	-1	1	-2	1	8	0.6	0.0	nt
CCOc1cc(/C=C2\C(=O)N(c3nc(-c4ccc(Br)cc4)cs3)N=C2c2ccccc2)ccc1O	2	-2	-13	1	-5	7	2	2.9	-0.4	-1
CCCn1nnnc1NCc1cccc(OC)c1	1	-2	3	-1	-7	-14	-4	-0.1	-0.7	0
O=C(Nc1ccc(S(=O)(=O)N2CCOCC2)cc1)c1ccc(Cl)cc1	-7	0	-6	-4	-1	0	12	3.0	-1.7	-4
Cc1nn(C)cc1C(=O)Nc1ccc2c(c1)OCCO2	6	-4	1	16	4	5	nt	-1.4	-2.4	-3
COc1ccc(CN2CCNC(=O)C2CC(=O)NCCc2nc(C)c(C)s2)c(OC)c1 (stereo unspecified)	-10	3	3	24	6	8	-9	0.4	0.5	-2
NNC(=O)c1cc2c(s1)-c1cc(Cl)ccc1SC2	-6	nt	1	7	-5	-13	nt	1.4	-2.0	nt
CCn1c(SCC(=O)Nc2nc3ccc(OC)cc3s2)nnc1-c1ccoc1C	4	-2	3	4	-2	4	37	1.2	-1.4	1
Cc1ccccc1-c1nc(CN2CCC(C(=O)NC3CCCCC3)CC2)c(C)o1	-3	-7	5	0	3	3	-6	-0.9	-1.3	2
Cc1cccc(NC(=S)NCc2ccco2)c1C	3	-1	6	-1	-4	-1	3	-1.3	0.9	0
CC(CNC(=O)COc1ccccc1)OC(=O)Nc1cccc(Cl)c1 (stereo unspecified)	-11	0	6	-2	-1	-11	9	0.5	-2.5	-3
O=C(CN1C(=O)NC2(CCCCC2)C1=O)Nc1ccc(F)cc1	8	-2	-5	-2	0	0	-3	-0.9	0.2	nt
CCCN(C(=O)CSc1ncccn1)C1CCS(=O)(=O)C1 (stereo unspecified)	1	2	4	-2	-3	1	nt	2.3	-0.3	11
CC1CC(C)CN(C(=O)C(C)N2CCN(S(=O)(=O)c3cccs3)CC2)C1 (stereo unspecified)	4	2	-1	1	-4	1	-7	0.5	-0.7	-2
COc1cc2[nH]c(=O)n(CCCC(=O)NC3CCCCC3)c(=O)c2cc1OC	1	0	-29	nt	1	0	-9	0.2	-2.6	-3
CC(NC(=O)C(C)N1c2cccc3cccc(c23)S1(=O)=O)c1ccccc1 (stereo unspecified)	-2	-12	-7	-4	-2	-6	-5	0.5	-2.2	-15
Cc1cccc(C)c1NC(=O)COc1ccc2c(C)c(Cc3ccccc3)c(=O)oc2c1	-2	-1	-3	-6	-4	-6	-2	-0.1	1.9	-1
Cc1cccc(-n2nc3c(c2NC(=O)c2ccco2)CS(=O)C3)c1C (stereo unspecified)	5	2	-7	0	-3	5	3	-1.5	-0.5	-4
O=C(NC1CCCCC1)c1cc(F)cc2c1OCOC2	-9	3	-1	-3	1	-11	nt	-0.2	-3.8	-6
C/C(=N/Nc1ccc([N+](=O)[O-])cc1)c1ccc(C)cc1C	1	0	-9	14	-1	5	70	1.6	-2.2	-4
Cc1ccc(OC(=O)c2ccc(N3CCOCC3)c([N+](=O)[O-])c2)cc1	-9	-3	-3	-6	2	-8	12	1.4	-1.4	-2
O=C(O)c1cccc(NC(=O)c2cccc(NC(=O)C3CCCO3)c2)c1 (stereo unspecified)	1	-3	-6	nt	-2	3	-60	-0.8	-0.9	4
CC1CCC(NC(=O)c2ccc3nc[nH]c3c2)CC1 (stereo unspecified)	0	5	-4	21	0	2	27	-1.8	-2.5	-1
Cn1nc(C(=O)NCCc2ccc3c(c2)OCCO3)c2ccccc2c1=O	-2	-6	-1	-4	0	-11	2	0.7	-0.5	-2
Cc1cc(C)cc(NC(=O)CSc2nc3[nH]ncc3c(=O)[nH]2)c1	3	8	2	-2	nt	1	1	1.1	-0.9	-6
C/C=C/c1ccc(OCC(=O)Nc2ccncc2)c(OC)c1	-8	-1	-6	2	-2	2	8	1.0	-0.8	0
CCCOc1cccc(C2C(C(=O)c3ccc(C)o3)=C(O)C(=O)N2CCN2CCOCC2)c1 (stereo unspecified)	-11	8	-4	1	1	0	0	1.0	-1.5	-2
COC(=O)c1ccccc1NC(=O)CCNC(=O)Cn1cnc2ccccc2c1=O	3	-7	4	-6	2	-5	nt	-0.9	-0.4	nt
CC1(C)CC(C(CCN(Cc2ccccc2)C(=O)c2ccco2)c2ccc(F)cc2)CCO1 (stereo unspecified)	-15	1	18	-5	2	-2	2	0.7	-0.6	-5
CC(CNC(=O)c1ccc2c(c1)OCO2)c1ccc([N+](=O)[O-])cc1 (stereo unspecified)	-4	5	4	0	0	-9	-3	-3.0	-3.2	-3
COc1ccc(C=C2C(=O)OC(C)(C)OC2=O)cc1OC	5	-7	-1	3	1	-9	7	2.2	-0.4	-2
CN(C(=O)CC1C(=O)NCCN1CC(c1ccccc1)c1ccccc1)C(C1CC1)C1CC1 (stereo unspecified)	-10	3	2	-2	3	?	5	1.4	nt	-15
O=C1CSC(=S)N1N=Cc1cccc2ccccc12	-11	0	-11	-5	3	-3	-1	1.3	0.2	-4
CC(=O)Nc1ccc(S(=O)(=O)N(CC(=O)O)Cc2ccccc2)cc1	-9	8	2	nt	-5	-1	-6	-1.1	-1.8	-5
O=C1Oc2ccccc2C(=O)/C1=C/c1ccccc1O	-3	-3	-23	-4	15*	4	-45	1.0	-2.5	-4
C=CCN(CC=C)S(=O)(=O)c1ccc(C(=O)Nc2nnc(COC)o2)cc1	-2	4	-9	-3	1	6	4	-4.6	-1.0	-4
O=C(O)c1cccn1Cc1ccccc1F	0	-1	13	nt	-1	1	-5	-0.1	0.1	nt
CCOc1ccccc1NS(=O)(=O)c1ccc2c(c1)N(C)CCO2	-13	0	1	-1	-2	5	6	0.6	-1.2	5
CCOc1cc(C)c(Cl)cc1S(=O)(=O)NCC1CCCO1 (stereo unspecified)	-10	-3	2	nt	-1	-5	6	-2.9	0.7	nt
CCC(C)(C)n1nnnc1C(c1ccncc1)N1CCC(Cc2ccccc2)CC1 (stereo unspecified)	-17	-6	19	-11	3	-2	-11	-2.5	-2.5	-8
CC[C@@H]1C/C=C\Cc2ccccc2[C@H](C(=O)C[C@@H](O)CC(C)=O)OC1=O	2	1	-5	-3	0	-11	10	0.2	-0.7	-4
Cc1ccc(NC(=O)Nc2cccc([N+](=O)[O-])c2)cc1F	5	-3	0	nt	0	-13	40	0.6	-1.1	-2
Cc1ccc(Nc2nc3ccccc3n3nnnc23)cc1	-7	-4	2	-4	-2	-4	13	-0.2	1.5	3
CCCc1nc(SCC(=O)Nc2nnc(SCC)s2)c2c(=O)n(C)c(=O)n(C)c2n1	3	4	-6	-7	-3	5	-4	0.7	0.9	-1
COC(=O)CSc1nnc(SCc2ccc(Cl)cc2)s1	1	0	-6	nt	6	-12	-1	-0.9	-1.0	3
O=C(NC1CC1)C1CCN(C2CCN(C(=O)c3ccc4cccc(F)c4n3)CC2)CC1	-4	5	-11	-2	-3	-9	6	1.0	-0.2	2
Cc1ccc(NC(=O)C2CCN(C(=O)NC3CCCCC3)CC2)cc1	-13	-2	-1	-1	-1	1	2	0.3	-2.4	1
O=C(Nc1nnc(-c2cccc(F)c2)s1)Nc1ccccc1F	11	0	2	10	0	nt	68	-0.2	-1.6	-1
COCCC(=O)N1CCCC(CNS(=O)(=O)c2ccc(OC)cc2)C1 (stereo unspecified)	-7	6	-4	-1	-2	-1	-25	2.0	0.5	nt
(list continues)
SMILES	dFosB act	cardiac RTF act	Tat export inh	Wnt bcat act	V-ATPase pH	Rtt109 HAT inh	MITF act	CDK5 inh	CAL PDZ FP-1	CAL PDZ FP-2
O=c1cc(CSc2nnc(-c3ccco3)o2)c2ccccc2[nH]1	-11	0	-1	nt	2	-2	-7	-12	-2.4	nt
C=CCn1c(SCC(=O)Nc2c(C)n(C)n(-c3ccccc3)c2=O)nc2sc(C)c(-c3ccccc3)c2c1=O	-12	-5	1	-6	5	38	nt	0.0	-1.2	nt
Cc1cc(=O)oc2cc(OCC(=O)N3CCN(c4ccc(F)cc4)CC3)ccc12	-4	9	12	-3	0	-1	21	nt	-3.4	0
Cc1cc(=O)[nH]c(SCC(=O)Nc2cc(S(=O)(=O)N3CCCC3)ccc2Cl)n1	-6	-1	6	2	-2	-11	15	-0.6	-0.6	4
CC(=O)c1cccc(NC(=O)c2ccc(S(=O)(=O)N3CC(C)OC(C)C3)cc2)c1 (stereo unspecified)	-1	3	1	-5	3	2	-4	-3.9	0.4	-1
COc1ccc(N2C(=O)C3C4C=CC(C4)C3C2=O)nn1 (stereo unspecified)	-2	-5	?	nt	-6	-2	8	2.1	0.3	2
CCCCOC(=O)Cn1c(=O)n(CC(=O)OCCCC)c2cc(C)ccc21	-10	-1	22	-1	0	0	nt	-0.4	-0.1	-6
COc1ccc(CN2CC(=O)N(c3ccc(C)cc3C)C2=S)cc1OC	-7	3	-8	0	-3	3	-21	-1.2	-0.3	2
COc1ccccc1Nc1nc(-c2c(C)nc3ncccn23)cs1	-15	0	3	6	2	-5	-16	0.8	3.0	1
COc1ccccc1C1=NN(C2=NN=C(N)Cc3ncnn32)C(O)(C(F)(F)F)C1 (stereo unspecified)	-9	1	2	-1	-2	-15	3	0.0	-2.6	-3
Cc1cc(CN2CCCC(CO)(Cc3cccc(Cl)c3)C2)n[nH]1 (stereo unspecified)	-13	-5	5	-5	nt	nt	2	4.7	-3.6	-2
COc1ccc(C(C)=O)cc1CC(=O)NC1CCCCCC1	-9	-6	-3	-4	-1	-8	-9	-2.5	-2.7	-6
COc1ccc(S(=O)(=O)N2CCCC(C(=O)NCc3ccccn3)C2)cc1 (stereo unspecified)	0	0	3	-1	-3	-4	-5	2.6	-0.9	-3
O=C(O)COc1ccc2nsnc2c1Cl	0	-1	-4	nt	2	-62	8	1.6	-2.2	-1
CCc1ccc(N(CC(=O)NC2CCCCC2)S(=O)(=O)c2c(C)noc2C)cc1	-4	4	1	-1	-1	-2	3	1.3	-0.2	nt
COc1ccc(-c2ccnc(-c3ccc(OCCCF)cc3)n2)cc1	0	0	-3	nt	2	0	-1	3.0	-0.9	3
COc1ccc(/C=C/C(=O)NC(=S)NNC(=O)Cc2cccs2)cc1OC	-1	-7	-2	nt	-2	nt	-8	0.7	-2.1	-3
Cc1nc2ccc(NC(=O)C3COc4ccccc4O3)cc2s1 (stereo unspecified)	-8	-1	-2	27	6	8	?	0.7	-0.2	4
C/C(=N\NC(=O)C1CC1)c1ccc(C)cc1C	-6	-6	-11	2	2	-3	nt	0.5	-1.0	-7

Random draw from the library. About 4.1% of those tested had a hit in this group.
